# Bioassay records: PubChem BioAssay, Sanford-Burnham Center for Chemical Genomics
# SENP8 inh: SENP8 protease inhibitors, primary screen, biochemical, luminescence; 330,000 compounds, 1.2% hits; inhibition, % at 10 µM; AID 2540, 2010; purified SENP8, Z-RLRGG-aminoluciferin cleavage
# HKDC1 inh: HKDC1 hexokinase inhibitors, primary screen, biochemical, fluorescence, uHTS | 340,000 compounds, 0.16% hits | inhibition, % at 20 µM | Q2TB90 | recombinant HKDC1, G6PDH/diaphorase resazurin coupled fluorescence | AID 493160, 2011;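 active means inhibition above about 35% when tested at 20 µM, limit read from the data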;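 further: plate controls were DMSO wells with enzyme for no effect and DMSO wells lacking enzyme for full effect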
# Target sequence (Q2TB90 whole entry, looked up): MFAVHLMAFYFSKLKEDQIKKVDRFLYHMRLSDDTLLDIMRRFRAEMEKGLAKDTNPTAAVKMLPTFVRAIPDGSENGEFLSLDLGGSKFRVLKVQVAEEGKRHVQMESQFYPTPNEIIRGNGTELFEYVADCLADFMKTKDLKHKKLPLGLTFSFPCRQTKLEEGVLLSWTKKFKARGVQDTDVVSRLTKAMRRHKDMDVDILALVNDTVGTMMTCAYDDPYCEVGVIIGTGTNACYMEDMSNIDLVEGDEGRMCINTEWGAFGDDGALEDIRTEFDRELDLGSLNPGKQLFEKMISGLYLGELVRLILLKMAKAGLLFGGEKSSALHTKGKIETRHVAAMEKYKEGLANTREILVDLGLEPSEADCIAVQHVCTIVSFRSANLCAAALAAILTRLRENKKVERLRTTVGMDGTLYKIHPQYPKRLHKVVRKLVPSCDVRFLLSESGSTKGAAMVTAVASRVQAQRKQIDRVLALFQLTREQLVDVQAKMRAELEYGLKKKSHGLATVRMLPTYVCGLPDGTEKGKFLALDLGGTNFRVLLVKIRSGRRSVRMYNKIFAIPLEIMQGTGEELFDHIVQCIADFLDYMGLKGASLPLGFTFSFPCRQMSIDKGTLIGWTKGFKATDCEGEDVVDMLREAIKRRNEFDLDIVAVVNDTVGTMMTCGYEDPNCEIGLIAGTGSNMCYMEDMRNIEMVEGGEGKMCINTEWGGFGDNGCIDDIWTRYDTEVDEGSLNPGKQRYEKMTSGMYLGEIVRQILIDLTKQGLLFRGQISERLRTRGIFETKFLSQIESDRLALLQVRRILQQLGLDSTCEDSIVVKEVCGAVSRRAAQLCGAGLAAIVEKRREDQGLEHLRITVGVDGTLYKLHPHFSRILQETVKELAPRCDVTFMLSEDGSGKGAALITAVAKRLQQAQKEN
#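 Material: recombinant HKDC1 hexokinase; Amount: HKDC1 at 5 µg/mL; Medium: Tris pH 8.0 buffer with MgCl2, Tween-20, BSA, BME; Schedule: 90 min reaction incubation at room temperature, dark; Technique: coupled resazurin fluorescence, excitation 525 nm, emission 613 nm.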
# Apaf-1 inh: inhibitors of human Apaf-1 apoptosome, primary screen, biochemical, DEVD-Rh110 fluorescence, uHTS; Apoptotic protease-activating factor 1 (Homo sapiens), O14727; reconstituted apoptosome caspase-3 activity; inhibition, % at 20 µM; 330,000 compounds, 0.71% hits; AID 489030, 2010; active means inhibition of at least 40% at 20 µM;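 further: plate controls were DMSO wells for no effect and DEVD-CHO caspase inhibitor wells for full effect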
#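 Material: cell-free apoptosome with Apaf-1, procaspase-3 and caspase-9; Buffer or medium: Hepes pH 7.5 with detergent and BSA; Reagent: cytochrome c trigger plus (Z-DEVD)2-Rh110 caspase-3 substrate; Times: compound with Apaf-1, dATP, procaspase-3 30 min, then 50 min reaction, room temperature; Technique: Rh110 fluorescence intensity.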
# UBC13 inh: UBC13 polyubiquitin chain formation inhibitors, primary screen, biochemical, TR-FRET, uHTS; inhibition, % at 20 µM; 330,000 compounds, 0.47% hits; in the data active means inhibition above about 45%, passing the limit was not always enough
# Target sequence (P61088 whole entry, looked up): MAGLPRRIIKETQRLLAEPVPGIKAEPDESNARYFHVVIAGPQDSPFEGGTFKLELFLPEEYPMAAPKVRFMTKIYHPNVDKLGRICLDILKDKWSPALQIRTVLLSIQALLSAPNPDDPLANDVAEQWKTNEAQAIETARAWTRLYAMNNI
# Gli-Sufu block: Gli-Sufu pathway antagonists, primary screen, luciferase luminescence, Sufu-KO-LIGHT cells, uHTS; Sufu-KO-LIGHT fibroblasts, Gli luciferase reporter luminescence; inhibition, % at 5 µM; 340,000 compounds, 0.74% hits;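 active means inhibition above about 55%, limit read from the data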;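 further: 0% = DMSO-treated cells and 100% = wells with medium but no cells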
# 697 NFkB inh: inhibitors of PMA/ionomycin-induced NF-kB reporter, 697 cells, primary screen, B-cell NF-kB inhibitor project, cell-based, luminescence, uHTS | 697 B-cell NF-kB luciferase reporter, 16 h | inhibition, % at 4 µM | 330,000 compounds, 0.33% hits; in the data active means inhibition above about 35%
# SENP7 block: SENP7 protease inhibitors, primary screen, biochemical, luminescence, uHTS | Sentrin-specific protease 7 (Homo sapiens), Q9BQF6 | recombinant SENP7, Z-RLRGG-aminoluciferin luminescence, 40 min | inhibition, % at 5 µM | 330,000 compounds, 1.5% hits | AID 434973, 2010;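 active means inhibition above about 50% at the single test dose, limit read from the data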;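 further: plate controls were DMSO with enzyme for no effect and no enzyme buffer wells for full effect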
# Jurkat NFkB inh: inhibitors of induced NF-kB luciferase reporter, primary screen, TCR NF-kB activation inhibitor project, cell-based, luminescence, uHTS; Jurkat, PMA/ionomycin-induced NF-kB luciferase reporter; inhibition, % at 4 µM; 330,000 compounds, 0.53% hits; AID 435003, 2010
# An asterisk follows results filed as active; · = no result given. Unless noted, no stated cut-off is given here; in the data, active means inhibition above about 50%; inactive means the rest.
SMILES,SENP8 inh,HKDC1 inh,Apaf-1 inh,UBC13 inh,Gli-Sufu block,697 NFkB inh,SENP7 block,Jurkat NFkB inh
O=C(N/C(=C/c1cccnc1)C(=O)N1CCOCC1)c1ccccc1,-1.1,-11.7,-17.3,5.0,-1.4,-0.5,-7.0,10.9
Cn1cc([N+](=O)[O-])c(C(=O)N/N=C/c2ccncc2)n1,-8.7,1.7,-1.8,-5.6,-3.2,3.0,-2.6,3.2
O=C(NCCC(=O)N1CCN(S(=O)(=O)c2ccc(F)cc2)CC1)Nc1ccccc1,5.9,-5.1,-2.2,9.0,-12.3,22.4,-8.4,4.7
Cc1nnc(SCC(=O)NNC(=O)CC#N)[nH]c1=O,-2.7,-15.5,-11.3,4.8,-3.1,7.5,-1.0,3.1
O=C(Cn1nnc(-c2ccccc2F)n1)Nc1cccc2ncccc12,-3.5,-3.1,-4.1,-6.2,8.6,14.6,1.1,10.8
COc1ccc(CC(=O)n2[nH]c(=O)cc(C)c2=O)cc1OC,4.6,-1.8,-14.5,-11.7,9.1,9.2,11.3,14.5
Cc1[nH]c(=O)[nH]c(=O)c1S(=O)(=O)Nc1ccc(S(N)(=O)=O)cc1,-10.4,4.8,0.2,-12.8,23.3,-3.4,-6.1,-8.8
Cc1nnc(NC(=O)CSc2nccn2Cc2ccc(F)cc2)s1,-3.6,-3.4,0.1,-2.2,-15.6,-10.8,-10.8,4.5
Cc1ccc(C(=O)NC(C)c2ccc(-n3ccnc3)cc2)c(C)c1 (centres undefined),5.0,-1.2,1.7,4.6,2.1,1.6,-2.4,2.4
Cc1cccc(-n2nnnc2SCC(=O)NCCN2C(=O)CSC2=O)c1,-5.2,3.3,-1.4,-8.3,2.4,11.0,-5.4,5.8
Cc1ccc(S(=O)(=O)/N=C(\N)Nc2nc(C)c3ccccc3n2)cc1,-4.4,-2.5,-1.3,-13.6,-14.2,-29.7,-8.2,-5.5
COCCNC(=O)CS(=O)Cc1nc(-c2ccc(OC)cc2)oc1C (centres undefined),2.2,-5.8,0.6,-13.0,-1.1,-2.2,-2.8,3.7
CCOc1ccc(Nc2nc(Cc3nnc(SCC(=O)NCc4ccco4)n3CC)cs2)cc1,-2.1,11.0,-7.4,3.3,5.9,11.8,-1.4,14.7
COc1cccc(-c2nnc(NC(=O)C(C)C)o2)c1,-5.4,-1.9,2.6,1.4,-7.8,4.2,-2.0,-2.7
O=C(Nc1nnc(Cc2c[nH]c3ccccc23)s1)c1ccc(Cl)cc1Cl,-5.8,4.7,17.5,-2.8,-7.6,-4.1,4.1,-13.9
O=C(NC(Cc1ccc2c(c1)OCO2)C(=O)NC(Cc1ccccc1)C(=O)O)c1ccccc1 (centres undefined),-11.7,-4.5,-41.7,-10.3,3.0,2.3,-6.0,-1.1
CN1CCCC(C#CC(O)(c2ccccc2)c2ccccc2)C1 (centres undefined),0.2,16.0,3.5,8.7,-5.5,6.5,2.4,5.5
CC(C)Sc1cc(N2CCCC2)nc(-c2ccccc2Cl)n1,-13.8,0.9,4.0,-13.3,5.2,-17.0,3.0,-7.2
COc1ccc(OC)c2[nH]c(=O)c(CCNC(=O)Cc3cccs3)cc12,-3.9,4.2,-10.8,7.8,-4.1,-4.0,6.6,4.8
O=C(O)CCC(=O)N(Cc1ccco1)C1CC(=O)N(c2ccccc2)C1=O (centres undefined),-2.3,-3.4,-3.5,5.0,3.6,14.1,-2.9,-0.4
CCCCn1nc(NC(=O)COC)c2cc3cc(OC)ccc3nc21,-3.1,4.9,-1.9,9.3,-16.5,6.3,-5.7,-12.8
Cc1ccc(-c2nc3ccccc3[nH]2)cc1NC(=O)c1ccc2c(c1)OCO2,-12.5,-7.1,1.5,-10.6,6.7,-5.7,18.6,-10.0
COc1ccc(CN(C)C(=O)c2ccc(OCC(=O)Nc3cccc(C(F)(F)F)c3)c(OC)c2)c(OC)c1,3.5,6.2,44.9*,16.2,9.9,-28.4,-2.4,34.0
CC1CCCCN1CCNC(=O)Cn1nc(-c2ccccc2)ccc1=O (centres undefined),-0.6,-6.1,-11.8,1.7,6.9,16.0,4.9,6.8
Nc1ncccc1C(=O)OCC(=O)NC1CCCCCC1,2.2,1.2,-2.2,0.9,-1.9,9.5,8.3,-9.2
COC(=O)Cc1ccc(NC(=S)Nc2ccccn2)cc1,-5.8,-3.1,3.7,-2.7,-45.8,-48.5,4.8,-17.7
NC1=C([N+](=O)[O-])C(c2ccccc2)C2=C(CCCC2=O)O1 (centres undefined),-8.8,-9.6,0.6,-8.6,-7.9,-9.4,-3.2,-1.9
O=C(Cn1cnc2c(NCc3ccccc3)ncnc21)N1CCN(c2ccccn2)CC1,·,5.8,12.9,·,-1.0,14.2,2.0,·
O=C(Nc1nccs1)c1ccc(F)c(S(=O)(=O)N2CCOCC2)c1,-6.3,-9.0,-0.5,-1.3,-1.9,-17.5,10.0,2.4
CC(=O)Nc1ccc(OS(=O)(=O)c2ccc([N+](=O)[O-])cc2)cc1,-7.8,-9.3,6.9,-3.3,-0.1,9.2,3.8,11.1

# Pulled by structure from the entries so far:
SMILES,SENP8 inh,HKDC1 inh,Apaf-1 inh,UBC13 inh,Gli-Sufu block,697 NFkB inh,SENP7 block,Jurkat NFkB inh
Nc1ncccc1C(=O)OCC(=O)NC1CCCCCC1,2.2,1.2,-2.2,0.9,-1.9,9.5,8.3,-9.2
O=C(Cn1cnc2c(NCc3ccccc3)ncnc21)N1CCN(c2ccccn2)CC1,·,5.8,12.9,·,-1.0,14.2,2.0,·
O=C(Nc1nccs1)c1ccc(F)c(S(=O)(=O)N2CCOCC2)c1,-6.3,-9.0,-0.5,-1.3,-1.9,-17.5,10.0,2.4
Cc1ccc(-c2nc3ccccc3[nH]2)cc1NC(=O)c1ccc2c(c1)OCO2,-12.5,-7.1,1.5,-10.6,6.7,-5.7,18.6,-10.0

# (cont.)
SMILES,SENP8 inh,HKDC1 inh,Apaf-1 inh,UBC13 inh,Gli-Sufu block,697 NFkB inh,SENP7 block,Jurkat NFkB inh
O=C(O)c1ccccc1C(=O)Nn1cnnc1,0.0,-2.6,-2.8,1.2,2.9,-4.9,12.3,-6.2
Cc1cc2sc(C(=O)O)c(C)c2s1,-2.3,0.5,-9.0,1.3,-2.4,14.3,-0.6,0.1
COc1ccc(CNC(=O)CN2C(=O)C3CCCN3c3ncc(Cl)cc32)cc1 (centres undefined),9.1,6.2,7.0,16.2,-7.8,0.1,-2.2,1.2
COc1ccc(C(=O)COC(=O)CCC(=O)c2cccs2)cc1,-8.4,-7.1,9.1,-5.7,-10.4,-17.9,-8.2,-30.8
CC(=O)NC(=S)c1c(N)n(Cc2ccccc2)c(=O)n(C)c1=O,-7.5,·,1.8,5.9,·,1.9,-1.8,14.0
Brc1ccc(NC2=Nc3ccccc3CC2)cc1,33.9,4.2,16.0,3.4,-108.1,-101.6,44.9,-114.9
COc1ccc2c(/C=C/c3cc[n+](C)cc3)c[nH]c2c1,2.2,-3.1,9.4,-151.3,9.3,-16.5,7.4,15.5
CC(C)CCNC1c2ccccc2C(=O)N1Cc1ccccc1 (centres undefined),5.0,-4.3,13.3,8.6,5.5,-6.8,0.6,15.8
CC1(C)CC(=O)C(C=NCC2CCN(C(=S)Nc3ccccc3)CC2)=C(O)C1,4.4,-0.1,4.6,-1.6,3.6,6.5,6.9,9.4
COc1ccccc1N/C=C/c1onc(C)c1[N+](=O)[O-],95.7*,-10.9,2.2,-352.3,-25.5,-248.2,98.6*,-81.0
CCc1cc(=O)oc2cc(OCC(=O)OC)c(Cl)cc12,-0.9,5.4,-1.2,0.3,-19.9,14.9,9.5,9.2
O=C1CS/C(=C/C(=O)c2cccc(Cl)c2)N1,-3.7,-3.4,-3.9,-2.1,-9.1,2.7,5.7,0.4
COc1ccc(-c2csc(NC(=S)NC(=O)c3ccco3)n2)cc1,-1.3,-11.1,-12.5,-9.7,-6.7,-37.0,3.0,-38.7
COC(=O)CCCC1=CC2=CC(=O)C(C)(OC(=O)c3cccs3)C(=O)C2=CN1c1ccccc1 (centres undefined),2.4,19.6,19.9,-39.6,3.0,6.1,11.7,6.8
COc1cccc(N2C(=O)C3NN=C(C(=O)CN4C(=O)c5ccccc5C4=O)C3C2=O)c1 (centres undefined),5.1,3.6,-8.9,1.1,-4.2,10.8,3.4,18.5
CCOC(=O)c1c(NC(=O)CCC(=O)NCc2ccco2)sc2c1CCCC2,-0.9,8.3,27.8,9.9,9.1,6.7,6.0,0.1
CN(C)c1ccc(NC(=O)CCn2c(=S)oc3ccccc32)cc1,9.1,-0.1,2.5,-6.1,-0.7,1.7,2.6,-24.1
COc1cccc(NC(=O)N2CCC(NC(=O)c3ccco3)CC2)c1,-4.7,-2.9,3.0,3.1,0.9,13.2,11.5,-10.5
COc1ccc(/C(C)=N/NS(=O)(=O)c2ccccc2)c(OC)c1,10.0,-9.2,1.6,2.0,0.2,5.1,0.9,15.4
CNC(=O)CN1C(=O)NC(c2ccccc2)(c2ccccc2)C1=O,5.2,0.9,9.8,2.9,-13.6,-15.6,1.7,1.0
COc1ccccc1C1CCN(C(=O)c2cccs2)CC1,-14.2,-3.5,9.5,0.1,8.3,-10.6,-8.7,11.8
O=C(Nc1cccc(F)c1)N1CCCCCC1,-14.9,-2.5,-2.2,0.0,-0.1,12.9,-15.0,-21.5
COc1cc(C(=O)NCCNC(=O)C2CCCNC2=O)cc(OC)c1OC (centres undefined),-1.5,3.8,-20.8,5.8,6.7,-9.0,4.8,-1.5
COc1ccc(Br)cc1CN(C)C(=O)c1ccncc1,-4.0,-6.4,6.1,7.2,2.4,14.0,5.2,4.8
O=C(CC(=O)N/N=C\c1c(Cl)cccc1Cl)NCc1ccccc1,0.2,-2.7,8.7,5.1,34.0,-12.4,-2.9,-1.8
COc1ccc(Cl)cc1NC(=O)CCc1ccccc1,-5.8,4.8,8.8,11.0,0.2,18.0,-4.0,3.9
O=C(NC(=O)c1cnccc1C(F)(F)F)Nc1ccccc1,-6.3,3.0,-12.0,-2.7,2.9,-16.4,-4.9,-21.6
Cc1nc([N+](=O)[O-])nn1C12CC3CC(CC(Br)(C3)C1)C2,-5.5,-23.2,8.7,-3.4,9.0,-18.8,3.3,-2.8
O=Cc1ccc2oc3nc4n(c(=O)c3c(=O)c2c1)CCCS4,-8.1,24.0,14.5,4.2,6.6,15.1,-6.0,-3.7
CC1Cc2ccccc2N1S(=O)(=O)c1cccc(C(=O)N2Cc3ccccc3CC2C(N)=O)c1 (centres undefined),-11.4,-0.4,10.8,-14.4,5.4,-4.0,-5.5,4.1
CCO[C@@H]1OC(C(N)=O)=C[C@H](C(C)(C)C)[C@H]1CCCO,-0.1,-6.1,-8.1,2.4,-0.7,6.1,-6.0,10.4
COc1ccc(C(=O)Nc2ccc(C(F)(F)F)n(C)c2=O)cc1,6.1,-7.0,4.6,3.7,-65.8,-71.1,8.6,-54.1
COc1ccc(CNc2nc3nc4c(c(=O)n3[nH]2)CCC4)cc1,-12.4,-0.2,-3.2,-4.5,-19.9,0.7,-2.8,0.9
Cc1onc(-c2ccncc2)c1C(=O)O,-1.7,-4.4,-7.4,5.9,-21.6,17.9,-5.1,-3.1
C/C(Cc1ccccc1)=N\NC(=O)CNC(=O)c1ccc(Br)cc1,-7.9,-11.9,-14.8,2.8,-0.6,4.1,-6.4,9.7

# The order is random. About 3.6% of those tested had a hit in this group.
